Source: PubChem BioAssay (National Center for Advancing Translational Sciences (NCATS))
Tb PYK inh – inhibitors of Trypanosoma brucei pyruvate kinase; AID 624173; Q57TT1; 0.12% of 410,000 active; TbPYK enzyme, Kinase-Glo Plus ATP luminescence, 45 min; Potency, µM (top dose mostly 76.8 µM), inactives show at the highest dose activity, negative = inhibition, usual class: inhibitors; also: potency is read from the fitted curve at half-maximal effect; nearly all actives have a fitted effect of over 50% in size
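Assay buffer: 50 mM TEA pH 7.2, 100 mM KCl, 10 mM MgCl2, 0.05% BSA, 0.01% Tween-20. Pyruvate kinase from T. brucei plus substrate met compound, then ADP (130 uM final). Luminescence was read post 45 min RT.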
AMA1 RON2 block – inhibitors of Plasmodium falciparum AMA1-RON2 interaction | AlphaScreen AMA1-biotinylated RON2 peptide binding | Potency, µM (highest dose often 58.2 µM), without a hit: at the top dose activity change, negative = inhibition, actives largely listed as inhibitors | AID 720542 | 0.2% of 360,000 active;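 also: potency is read from the fitted curve at half-maximal effect; 0% = vehicle wells and -100% = peptide control; nearly all actives have a fitted effect of over 45% in size; some results filed as inactive show a strong effect at the top dose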
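AMA1 (3D7) with his tag at 25 nM final met compounds first, then biotinylated RON2 peptide at 25 nM; detection used donor plus acceptor beads, 10 µg/mL apiece, read by AlphaScreen after 30 min at room temperature.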
LmPK inh – blocks Leishmania mexicana pyruvate kinase activity; 0.37% of 290,000 active; purified LmPK, Kinase-Glo ATP luminescence, 1 h; Potency, µM (titrated, usually from 57.5 µM), without a hit: at the highest dose activity change, negative = inhibition, hits mostly inhibitors; Q27686; also: potency is read from the fitted curve at half-maximal effect
Target sequence (Q27686 whole entry, looked up): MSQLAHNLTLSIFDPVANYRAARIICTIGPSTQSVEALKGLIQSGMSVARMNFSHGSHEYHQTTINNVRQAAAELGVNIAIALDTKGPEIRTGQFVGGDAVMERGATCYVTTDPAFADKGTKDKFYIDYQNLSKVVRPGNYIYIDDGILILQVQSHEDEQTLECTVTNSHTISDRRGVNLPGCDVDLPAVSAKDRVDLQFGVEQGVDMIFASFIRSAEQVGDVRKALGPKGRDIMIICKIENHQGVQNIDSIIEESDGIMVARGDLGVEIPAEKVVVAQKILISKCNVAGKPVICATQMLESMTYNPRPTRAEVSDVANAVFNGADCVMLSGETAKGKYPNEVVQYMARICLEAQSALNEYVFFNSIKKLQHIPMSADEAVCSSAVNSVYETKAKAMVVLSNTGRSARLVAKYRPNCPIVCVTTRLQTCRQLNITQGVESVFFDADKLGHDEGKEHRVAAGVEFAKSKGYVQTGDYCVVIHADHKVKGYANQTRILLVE
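ATP generated from ADP (0.1 mM) and PEP (0.5 mM) by 0.1 nM LmPK over 1 h at room temperature (pH 7.2 imidazole buffer) was detected by coupled luciferase luminescence. Values were normalized to uninhibited and no-enzyme wells.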
AmpC inh detg – blocks E. coli AmpC beta-lactamase in detergent assay. Potency, µM (doses to about 114 µM), without a hit: at the highest dose activity change, negative = inhibition, actives largely listed as inhibitors. AmpC hydrolysis of nitrocefin, absorbance 480 nm, 0.01% Triton. P00811. 0.041% of 370,000 active. AID 485294;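 also: potency is read from the fitted curve at half-maximal effect; 0% = no-compound wells and -100% = no-enzyme wells; nearly all actives have a fitted effect of over 25% in size; some results filed as inactive show a strong effect at the top dose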
Target sequence (P00811 whole entry, looked up): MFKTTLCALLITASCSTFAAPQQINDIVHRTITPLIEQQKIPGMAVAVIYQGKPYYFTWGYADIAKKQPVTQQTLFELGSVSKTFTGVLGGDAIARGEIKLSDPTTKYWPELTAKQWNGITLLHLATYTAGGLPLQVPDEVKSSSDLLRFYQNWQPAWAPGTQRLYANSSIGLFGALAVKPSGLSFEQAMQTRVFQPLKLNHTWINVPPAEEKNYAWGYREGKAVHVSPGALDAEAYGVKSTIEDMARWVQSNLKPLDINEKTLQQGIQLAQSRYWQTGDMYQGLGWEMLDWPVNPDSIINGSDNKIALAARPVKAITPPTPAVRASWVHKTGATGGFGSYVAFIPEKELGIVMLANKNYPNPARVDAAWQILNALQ
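AmpC (5.3 nM in the dispensed reagent) in 20 mM phosphate pH 7.0 with 0.01% (detergent screen) or 0.0001% Triton X-100 was preincubated with compounds for 15 min at room temperature. Nitrocefin was then added from an 800 uM solution, and hydrolysis was followed at 480 nm.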
Sm TGR block – blocks Schistosoma mansoni thioredoxin glutathione reductase; Q962Y6; purified TGR, DTNB reduction, TNB absorbance 405 nm; Potency, µM (titrated, usually from 114 µM), for inactives: top-dose activity change, negative = inhibition, usual class: inhibitors; 3% of 360,000 active; AID 485364; also: potency is read from the fitted curve at half-maximal effect; nearly all actives have a fitted effect of over 60% in size
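TGR 20 nM + NADPH 100 uM (dispensed conc.), cpd preinc 15 min RT; start with NADPH (500 uM addition) then DTNB (15 mM addition). Kinetic TNB absorbance, 405 nm filter. Four-parameter Hill fit across titration.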
HCMV inh – inhibitors of human cytomegalovirus; HFF cells, HCMV-luciferase reporter, 72 h; active compounds read low; activity change, negative = inhibition, % at 57.5 µM; 4.5% of 410,000 active; in the data active = activity change below about -60%; inconclusive = no clear call, values can overlap the other calls; inactive = above about -39%
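HFF cells seeded 16 h at 37C, treated with compounds, infected with luciferase-reporter HCMV at MOI 1 PFU/cell; luciferase read at 72 h post infection, normalized to buffer-only and Salinomycin controls.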
AmpC no deterg – AmpC beta-lactamase inhibition without detergent. P00811. AID 485341. AmpC nitrocefin hydrolysis, absorbance 480 nm, 0.0001% Triton. 0.52% of 330,000 active. Potency, µM (titrated, usually from 57.1 µM), for inactives: top-dose activity change, negative = inhibition, most hits filed as inhibitors;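 also: potency is read from the fitted curve at half-maximal effect; plate controls were no compound for no effect and no enzyme for full effect; nearly all actives have a fitted effect of over 20% in size; some results filed as inactive show a strong effect at the top dose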
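AmpC (5.3 nM in the dispensed reagent) in 20 mM phosphate pH 7.0 with 0.01% (detergent screen) or 0.0001% Triton X-100 was preincubated with compounds for 15 min at room temperature. Nitrocefin was then added from an 800 uM solution, and hydrolysis was followed at 480 nm.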
Numbers without * were called inactive; ? = inconclusive; nt = no result given; [ ] = another dose, or the depositor's remark. Unless noted, calls follow the shape of the dose curve; as a rule, active = well fitted curve in the direction sought with a large enough effect; inconclusive = small, poorly fitted or top-dose-only effect, or another doubt; inactive = no such curve, though single readings can be large; an effect the other way counts as inactive or inconclusive. Unless noted, % is scaled to controls: 0 for no effect and ±100 for the full control effect.

1. O=C(NNC(=S)Nc1ccccc1)c1cc(-c2cccnc2)nc2ccccc12
2. Cc1cc(S(=O)(=O)NCCC2=CCCCC2)ccc1Br
3. Cn1c(=O)c2c(nc(NCCO)n2C)n(C)c1=O
4. CCCN1CCN(CCCNC(=O)CN2C(=O)c3cccnc3Oc3ccc(C)cc32)CC1
5. CCc1ccc([C@H]2[C@@H]3C(=O)C[C@@H]4C(=O)NC(=O)[C@@H]4[C@@H]3CN2S(=O)(=O)c2ccc(C)cc2)cc1
6. Cn1nccc1C(=O)NC1CCCc2c1cnn2-c1ccc(C(C)(C)C)cc1 (stereo not given)

Compound | 1 | 2 | 3 | 4 | 5 | 6
Tb PYK inh | -21% | -2% | 1% | 12% | -5% | -5%
AMA1 RON2 block | 38%[activator] | 11% | 1% | 9% | 23% | 5%
LmPK inh | 1% | nt | -10% | -1% | nt | -1%
AmpC inh detg | 0% | -12% | -4% | 0% | nt | 2%
Sm TGR block | -2% | 0% | -7% | -9% | nt | ?
HCMV inh | -6 | -27 | -9 | -32 | 6 | -61*
AmpC no deterg | -51% | -17% | 3% | -4% | nt | 167%[activator]

7. CCc1nnc(NC(=O)CSc2nc3c(cc2C#N)CCCC3)s1
8. CCc1c(C)nc(SCCOc2ccc(OC)cc2)[nH]c1=O
9. CC(C)N1C(=O)NC(=O)C2(Cc3cc([N+](=O)[O-])ccc3N(C)C2c2ccccc2)C1=O (stereo not given)
10. Fc1ccc(-c2nnc(-c3ccc(Cl)cc3Cl)o2)cc1
11. NS(=O)(=O)c1ccc(NCCCn2ccnc2)c([N+](=O)[O-])c1
12. CN1CCN(c2ccc(NC(=O)c3ccc4c(c3)OCO4)cc2)CC1

Compound | 7 | 8 | 9 | 10 | 11 | 12
Tb PYK inh | -1% | 9% | 1% | 1% | -1% | 5%
AMA1 RON2 block | 4% | -2% | -8% | 0% | -10% | -11%
LmPK inh | 2% | 10% | 1% | -14% | -4% | -5%
AmpC inh detg | -11% | ? | -12% | 0% | -4% | -12%
Sm TGR block | 1% | 0% | -5% | 3% | 0% | -1%
HCMV inh | 143 | -37 | 21 | 174 | -22 | 137
AmpC no deterg | -26% | -15% | -33% | -20% | -13% | -27%

13. CCN(CC)CCn1c2c(c(SCC(=O)Nc3nc(C)cs3)nc1=O)CCCC2
14. Cc1ccc(-c2cc(C(=O)N/N=C\c3cnn(C)c3C)c3ccccc3n2)cc1C
15. O=C(NCC1CCCCC1)c1cc2ccccc2cc1O
16. O=S(=O)(c1cccc2cccnc12)N1CCN(c2ccc(F)cc2)CC1
17. CC(C)c1ccc(NC(=O)CCNS(=O)(=O)c2ccc3c(c2)CCCC(=O)N3)cc1
18. Cc1nc2cc(-c3cccc(Cl)c3)nn2c(N2CCN(C(=O)c3ccco3)CC2)c1C

Compound | 13 | 14 | 15 | 16 | 17 | 18
Tb PYK inh | -1% | 2% | -1% | 4% | 5% | nt
AMA1 RON2 block | 2% | 90%[activator] | 28% | 3% | nt | nt
LmPK inh | nt | 2% | 1% | 10% | nt | 0%
AmpC inh detg | 77%[activator] | 0% | 2% | 5% | 18% | ?
Sm TGR block | 0% | 8% | 1% | 9% | 13% | -11%
HCMV inh | -80* | -31 | -75* | -22 | -12 | nt
AmpC no deterg | 59% | 20% | 14µM* | -13% | nt | -10%

19. Cn1c(NCCc2ccncc2)nc2cc(-c3cccc(Cl)c3)sc2c1=O
20. Cc1ccc(-n2ncc3c(NCc4cccnc4)ncnc32)cc1C
21. Nc1ccc(S(=O)(=O)Nc2ccnn2-c2ccccc2)cc1
22. Cc1nn(CCC(=O)NNC(=S)Nc2ccc(F)cc2)c(C)c1[N+](=O)[O-]
23. O=C(N/N=C/c1cccnc1)c1ccc(Cl)c(Cl)c1
24. COC(=O)c1cccc(C23CC4(C2)[C@H](CN(Cc2ccc(C(F)(F)F)cc2)[C@@H]4c2ccccc2)C3c2ccc(C(F)(F)F)cc2)c1 (stereo not given in full)

Compound | 19 | 20 | 21 | 22 | 23 | 24
Tb PYK inh | 3% | 2% | -7% | -10% | -3% | 4%
AMA1 RON2 block | -2% | 14% | -4% | 91%[activator] | -8% | 3%
LmPK inh | nt | 10% | -2% | -3% | nt | 2%
AmpC inh detg | nt | -12% | 1% | -1% | nt | 2%
Sm TGR block | nt | -1% | 9% | -13% | nt | ?
HCMV inh | 12 | 0 | 15 | 13 | -15 | -94*
AmpC no deterg | nt | 62%[activator] | -35% | -19% | nt | -21%

25. COc1ccc(CCC(C)NCCc2ccccc2)cc1 (stereo not given)
26. CCN(CC)S(=O)(=O)c1ccc(C(=O)NCC(c2cccs2)N2CCOCC2)cc1 (stereo not given)
27. CC(=O)c1ccc(NC(=O)CSc2cn(CC(=O)N3CCCCC3)c3ccccc23)cc1
28. Cc1cccc(C(=O)Nc2ccc(O)cc2)c1
29. COc1ccc(NC(=O)CCCN2C(=O)/C(=C\c3ccco3)SC2=S)cc1
30. CCCCN(CCCNC(=O)c1ccc(CS(=O)(=O)c2ccc(OC)cc2)o1)Cc1ccccc1

Compound | 25 | 26 | 27 | 28 | 29 | 30
Tb PYK inh | 4% | 3% | 1% | 2% | -19% | -4%
AMA1 RON2 block | 3% | 26% | nt | 3% | -11%[11.6 µM] | -8%
LmPK inh | 2% | -1% | nt | -22% | -4% | 5%
AmpC inh detg | -8% | ? | 11% | ? | 6% | 5%
Sm TGR block | 3% | -8% | 22% | 0% | -8% | ?
HCMV inh | ? | -27 | 13 | 19 | -101* | -24
AmpC no deterg | -7% | 77%[activator] | nt | -33% | -32% | 54%

31. CC(=O)Nc1ccc(Nc2nc(-c3ccccc3)nc3ccccc23)cc1
32. COc1ccc(Nc2nc(N3CCCC3)nc3ccccc23)c(OC)c1
33. CCN(CC)C(=O)C1CCCN(Cc2ccccc2C(F)(F)F)C1 (stereo not given)
34. COc1ccc(CCNC(=O)CSc2nc3sc(C(=O)O)c(C)c3c(=O)[nH]2)cc1OC
35. CCOc1ccc(C(=O)NC(=S)Nc2ccccc2OC)cc1[N+](=O)[O-]
36. CC(C)c1ccc(/C=C(\C#N)c2nc(-c3cc4ccccc4oc3=O)cs2)cc1

Compound | 31 | 32 | 33 | 34 | 35 | 36
Tb PYK inh | 11% | 5% | 16% | -9% | -5% | -8%
AMA1 RON2 block | -3% | -4% | -20% | -2% | 9% | nt
LmPK inh | 7% | 3% | -6% | 5% | 7% | nt
AmpC inh detg | 2% | -11% | -4% | -1% | 3% | 16%
Sm TGR block | 2% | -4% | 5% | -19% | -26% | ?
HCMV inh | -94* | ? | -38 | -16 | 29 | 8
AmpC no deterg | -19% | 41% | 19% | -2% | -16% | nt

37. CCOC(=O)C(CC1=CS(=O)(=O)c2ccc(Cl)cc21)(NC(C)=O)C(=O)OCC
38. FC(F)(F)c1ccccc1Cc1c(-c2cccc(Br)c2)nc2ccc(Br)cn12
39. COCCn1c(SCC(=O)Nc2cccc(C)n2)nnc1-c1ccco1
40. Cc1ccc(-c2cc(C(=O)Nc3ccccn3)c3ccccc3n2)o1
41. COc1cc(OC)c(OC)cc1/C=C(\C#N)C(=O)NCc1cccs1
42. O=C(NCc1ccc2c(c1)OCO2)c1cc2ncc(Br)cn2n1

Compound | 37 | 38 | 39 | 40 | 41 | 42
Tb PYK inh | 4% | 3% | -14% | -33% | 2% | -15%
AMA1 RON2 block | -8% | 0% | -10% | -5% | -1% | -4%
LmPK inh | nt | nt | 4% | -4% | -1% | 1%
AmpC inh detg | nt | nt | ? | -12% | -11% | -4%
Sm TGR block | nt | nt | nt | 18µM* | -5% | -2%
HCMV inh | -17 | -16 | -28 | 0 | -20 | 40
AmpC no deterg | nt | nt | -17% | -43% | 15% | -13%

Limited to AmpC inh detg (three entries from above):
nr | smiles | AmpC inh detg
32 | COc1ccc(Nc2nc(N3CCCC3)nc3ccccc23)c(OC)c1 | -11%
33 | CCN(CC)C(=O)C1CCCN(Cc2ccccc2C(F)(F)F)C1 (stereo not given) | -4%
34 | COc1ccc(CCNC(=O)CSc2nc3sc(C(=O)O)c(C)c3c(=O)[nH]2)cc1OC | -1%

Further entries.
43. CCOC(=O)c1[nH]c(C)c(CN(CCc2ccccc2)C(=O)CCC(=O)O)c1C
44. O=C(O)c1cc(-c2ccc(/C=N/NC(=S)Nc3ccccc3)o2)ccc1Cl
45. CCN1/C(=C2\SC(=S)N(Cc3ccccc3)C2=O)Sc2ccccc21
46. COc1cc(-c2cnc3c(NC=O)cc(-c4ccsc4)cn23)cc(OC)c1OC
47. O=C(CCC(=O)N1CCCC1)Nc1ccc([N+](=O)[O-])cc1
48. CC(C)Cn1c(SCC(=O)NC2CC2)nc2ccc(Cl)cc2c1=O

Compound | 43 | 44 | 45 | 46 | 47 | 48
Tb PYK inh | 2% | -21% | 4% | 0% | -2% | 3%
AMA1 RON2 block | -9% | 67%[activator] | ? | 25% | 7% | 3%
LmPK inh | -2% | 3% | 0% | nt | 2% | nt
AmpC inh detg | -11% | -2% | 7% | nt | -1% | nt
Sm TGR block | 7% | nt | 0% | nt | 2% | nt
HCMV inh | -7 | -34 | -7 | 5 | 41 | -1
AmpC no deterg | -14% | -41% | -17% | nt | -3% | nt

49. CCNC(=O)NC1(C(=O)Nc2ccc3c(c2)OCCO3)CCCCC1
50. C[C@@H]1CN([C@H](C)CO)C(=O)CCCn2cc(nn2)CO[C@H]1CN(C)C(=O)Nc1ccc(F)cc1
51. CC1(C)C2CCC1(CS(=O)(=O)NCc1ccc(C(=O)O)cc1)C(=O)C2 (stereo not given)
52. CCCn1c(SCC(=O)Nc2nnc(C(C)C)s2)nc2c1c(=O)n(C)c(=O)n2C
53. CCO[C@H]1OC(C(=O)Nc2ccccc2)=C[C@@H](C)[C@@H]1CCCO
54. COc1ccc2[nH]c(=O)c(CN(Cc3ccccc3)C(=S)NCC3CCCO3)cc2c1 (stereo not given)

Compound | 49 | 50 | 51 | 52 | 53 | 54
Tb PYK inh | -4% | 0% | 3% | 1% | 2% | -1%
AMA1 RON2 block | -3% | 7% | 5% | 9% | 2% | -7%
LmPK inh | -4% | nt | 2% | 8% | -2% | 7%
AmpC inh detg | ? | nt | -1% | -10% | 5% | -7%
Sm TGR block | 11% | nt | 16% | -35% | 3% | -2%
HCMV inh | -32 | -32 | -4 | -27 | -16 | ?
AmpC no deterg | 6% | nt | -8% | -1% | -2% | -13%
